# TRPC4 agonist – activators of mouse TRPC4 channel, primary screen, Fluo4 calcium, HEK293 TRPC4beta/mu-opioid cells; actives 0.49% (n = 310,000); Short transient receptor potential channel 4 (Mus musculus), Q9QUQ5; B-score at 10 µM; Fluo4 calcium fluorescence; stronger effect = higher value; AID 2237, 2010;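 active = B-score above 5 SD of library B-scores, and initial fluorescence ratio not above library mean plus 5 SD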;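 note: positive B-score marks a calcium rise read as TRPC4 activation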
#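 System: HEK293 cells stably co-expressing mouse TRPC4beta and mu-opioid receptor; Schedule: Fluo4 dye loading 45 min at room temperature, 110 s recording; Detection: Fluo4 fluorescence, kinetic; Evaluation: B-scored integrated calcium fluorescence ratio; Controls: buffer (low) and maximal DAMGO (high).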
# Dyrk1A ADPGlo – rat Dyrk1A kinase inhibitors, primary screen, biochemical, single point, plate reader; Dual specificity tyrosine-phosphorylation-regulated kinase 1A (Rattus norvegicus), Q63470; ADP-Glo luminescence, NFATc1 peptide; inhibition, % at 12.5 µM; actives 0.43% (n = 310,000); AID 504441, 2011; in the data active = inhibition above about 50%;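 note: plate controls were vehicle with enzyme for no effect and no enzyme for full effect; many of its hits are not listed in these tables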
# TRPC4 potent – positive allosteric modulators of TRPC4, primary screen, cell-based, mouse TRPC4beta, HEK293 mu-opioid, Fluo-4 calcium. DAMGO EC20, Fluo-4 Ca2+ flux; stronger effect = higher value. B-score at 10 µM. AID 2227, 2009. actives 0.42% (n = 310,000);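 active = B-score of calcium response area above 5 SD of library B-scores, with initial fluorescence ratio within 5 SD of library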;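 note: B-score of integrated fluorescence ratio over time as area under calcium response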
# TRPC4 inh – inhibitors of mouse TRPC4 channel, primary screen, Fluo4 calcium, HEK293 TRPC4beta/mu-opioid cells | actives 0.39% (n = 300,000) | B-score at 10 µM | DAMGO-evoked Fluo4 calcium flux; stronger effect = lower value | AID 2247, 2010;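 active = B-score over 3 SD under the library average, no early fluorescence shift, positive overall ratio signal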
#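 Assay system: HEK293 cells with stable TRPC4beta plus mu-opioid receptor expression. Dosing: single dose. Measured by: Fluo4 Ca2+ flux fluorescence. Also added: DAMGO in two steps, submaximal then maximal. Read-out: B score from integrated Fluo4 fluorescence ratio.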
# KCNQ1 block – inhibitors of human KCNQ1 channel, primary screen, cell-based, thallium flux, high-throughput; Potassium voltage-gated channel subfamily KQT member 1 (Homo sapiens), P51787; CHO-K1 KCNQ1, FluxOR thallium flux fluorescence; stronger effect = higher value; B-score at 10 µM; actives 1.3% (n = 310,000); AID 2642, 2010;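 active = compounds whose thallium flux B-score, printed positive for inhibition, exceeds three library SD while starting fluorescence stays within three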;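 note: channel opened by potassium depolarization with thallium stimulus after 20 min compound exposure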
# PolyA inh – polyadenylation inhibitors in yeast reporter cells, primary screen, luminescence, S. cerevisiae. S. cerevisiae SKY197-pL101 polyadenylation reporter, beta-gal luminescence; efflux-impaired pdr1/pdr3 knockout yeast; score 100 = 6 SD above DMSO. calls only at 12 µM. actives 0.02% (n = 300,000);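 active = lowest replicate activity score at least 50, where 100 means six control SD above control mean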;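 note: yeast exposed to compound for 9 h at 30 °C; higher score means more reporter readthrough which indicates perturbed polyadenylation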
# KCNK3 inh – human KCNK3 channel inhibitors, primary screen, CHO cells, FluxOR thallium flux, B-score. Potassium channel subfamily K member 3 (Homo sapiens), O14649. FluxOR fluorescence; stronger effect = lower value. B-score at 10 µM. actives 0.84% (n = 340,000). AID 602410, 2012;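 active = B-score under library mean minus 4 SD, starting fluorescence ratio at most library mean plus 5 SD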;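 note: more negative B-score means stronger inhibition of thallium flux through KCNK3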
# Target sequence (O14649 whole entry, looked up): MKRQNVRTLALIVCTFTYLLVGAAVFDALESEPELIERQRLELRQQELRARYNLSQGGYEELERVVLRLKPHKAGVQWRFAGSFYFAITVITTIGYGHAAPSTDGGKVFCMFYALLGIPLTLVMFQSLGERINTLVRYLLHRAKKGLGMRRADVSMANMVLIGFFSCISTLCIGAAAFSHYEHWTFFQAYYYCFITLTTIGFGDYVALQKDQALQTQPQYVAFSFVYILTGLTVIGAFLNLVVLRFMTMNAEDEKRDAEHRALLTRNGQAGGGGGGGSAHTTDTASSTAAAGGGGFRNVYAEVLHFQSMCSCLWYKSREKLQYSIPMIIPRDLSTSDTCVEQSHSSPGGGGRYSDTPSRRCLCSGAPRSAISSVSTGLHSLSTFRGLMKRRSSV
# Platelet DG rel – inhibitors of platelet dense granule secretion, primary screen, cell-based, MLPCN, human platelets | actives 0.22% (n = 300,000) | AID 1663, 2009 | inhibition, %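 (compounds screened at 7.5 µM in platelet-rich plasma)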 | human platelet-rich plasma, SFLLRN dense granule ATP release, luminescence;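 active = mean replicate score, as percent of positive control, at or above 50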
# KCNK9 block – KCNK9 potassium channel inhibitors, primary screen, HEK293 cells, thallium flux | Potassium channel subfamily K member 9 (Homo sapiens), Q9NPC2 | actives 1.2% (n = 310,000) | AID 488922, 2010 | FluxOR thallium flux fluorescence; stronger effect = lower value | B-score at 10 µM;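 active = ratio B-score over 3 SD below the library mean, with starting fluorescence within 5 SD of its mean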;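 note: negative B-score means less thallium flux so channel inhibition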
# Target sequence (Q9NPC2 whole entry, looked up): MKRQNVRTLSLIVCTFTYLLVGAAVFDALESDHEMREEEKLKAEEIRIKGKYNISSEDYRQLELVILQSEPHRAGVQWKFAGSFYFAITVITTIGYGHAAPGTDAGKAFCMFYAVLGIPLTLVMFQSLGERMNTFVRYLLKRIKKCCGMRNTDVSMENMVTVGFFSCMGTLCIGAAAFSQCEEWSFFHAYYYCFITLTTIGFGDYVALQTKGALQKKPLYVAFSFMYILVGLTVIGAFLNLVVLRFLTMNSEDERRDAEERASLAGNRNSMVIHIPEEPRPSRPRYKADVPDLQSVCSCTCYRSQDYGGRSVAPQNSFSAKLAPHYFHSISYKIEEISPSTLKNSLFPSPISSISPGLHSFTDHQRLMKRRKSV
# hERG rescue – hERG rescue from dofetilide block, primary screen, cell-based, CHO-hERG, FluxOR thallium flux, dofetilide IC70 | actives 0.51% (n = 310,000) | dofetilide IC70 present | activation (rescue from dofetilide block), less the hit threshold, % at 10 µM;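 active = activation above the mean of controls blocked by dofetilide plus 5 SD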;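 note: thallium influx through hERG after potassium depolarization seen as dye fluorescence rise; in these data hits start at about 4.7%; inactives centre near -7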
# KCNQ1 act – potentiators or activators of KCNQ1 channel, primary screen, cell-based, thallium flux, high-throughput; CHO-K1 KCNQ1, thallium flux FluxOR fluorescence; stronger effect = higher value; B-score at 10 µM; actives 0.35% (n = 310,000); AID 2648, 2010;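 active = fluorescence ratio B-score, a plate-corrected score, at least three library SD, with initial intensity B-score within 5 SD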
#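 Material: CHO-K1 cells stably expressing KCNQ1. Medium: assay buffer for compound exposure, DMSO matched across wells. Reagent: K+/Tl+ depolarizing stimulus. Compound dosing: single-concentration screen. Times: 37 °C overnight plating, 90-min dark dye load, 20-min compound pretreatment. Technique: FluxOR Tl+ flux fluorescence.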
# Numbers without * were called inactive; i = inactive; / = no result given. An excerpt; the hit share may differ from the screen's.
# Results follow in this order: TRPC4 agonist | Dyrk1A ADPGlo | TRPC4 potent | TRPC4 inh | KCNQ1 block | PolyA inh | KCNK3 inh | Platelet DG rel | KCNK9 block | hERG rescue | KCNQ1 act
CCN1CCN(CC(=O)N2N=CCC2c2ccccc2)CC1 (configuration not stated)
  i | 0 | i | i | i | i | i | 1 | i | -8 | i
CC(C)C[C@H](NC(=O)c1[nH]cnc1C(=O)N[C@@H](Cc1ccccc1)C(=O)OCc1ccccc1)C(=O)OC(C)(C)C
  i | / | i | i | i | i | i | 0 | i | -8 | i
CCCC(=O)Nc1c(-c2ccccc2)c(=O)c(C)nn1-c1ccccc1
  i | -2 | i | i | i | i | i | 15 | i | -8 | i
COc1ccc(CCNC(=O)C2CCCN(S(=O)(=O)c3cccc4nonc34)C2)cc1OC (configuration not stated)
  i | -2 | i | i | i | i | i | 13 | i | -7 | i
O=C(Nc1nccs1)C1CCCN1/C=C/C(=O)C(F)(F)F (configuration not stated)
  i | 0 | i | i | i | i | i | -3 | i | -2 | i
CCCC(c1nnnn1Cc1ccco1)N1CCN(C2CCCC2)CC1 (configuration not stated)
  i | -2 | i | i | i | i | i | 4 | i | -16 | i
COc1ccc(CNC(=O)Cn2cc(C(F)(F)F)ccc2=O)cc1OC
  i | -1 | i | i | i | i | i | 3 | i | 1 | i
CCSc1nnc(SCC(=O)N2CCN(C(=O)c3ccco3)CC2)s1
  i | 6 | i | i | i | i | i | 5 | i | -9 | i
CCC(C(=O)OC)n1cnc2c(nnn2-c2ccc(F)cc2)c1=O (configuration not stated)
  i | 3 | i | i | i | i | i | 33 | i | -8 | i
CC(C)[C@H](NC(=O)OC(C)(C)C)C(=O)N/N=C/c1cccc2nccnc12
  i | 10 | i | i | i | i | i | 0 | i | -5 | i
Cc1ccc(Nc2nc(NCCCN3CCOCC3)nc(N)c2[N+](=O)[O-])cc1
  i | 42 | i | -6* | i | / | i | -7 | i | -12 | i
Cc1ccc2[nH]c(=O)c(Cc3ccccc3)c(O)c2c1
  i | 0 | i | i | i | i | i | 6 | i | -6 | i
COC(=O)c1cc(NC(=O)Cc2ccc(OC)cc2)cc(C(=O)OC)c1
  i | 3 | i | i | i | i | i | -5 | i | -13 | i
CCOc1ccc(CNC(=O)CCCc2cn(C)c3ccccc23)cc1OC
  i | 1 | i | i | i | i | i | -21 | i | -5 | i
COc1ccc(S(=O)(=O)Nc2ccc3c(c2)n(C)c(=O)n3C)cc1C
  i | -2 | i | i | i | i | i | -1 | i | -2 | i
CCC(C)NC(=O)c1ccc(CS(=O)(=O)Cc2ccc(Cl)cc2)o1 (configuration not stated)
  i | -3 | i | i | i | i | i | -2 | i | -9 | i
CC[n+]1ccc(C)c2cc(S(=O)C(F)(F)F)ccc21 (configuration not stated)
  i | -2 | i | i | i | i | i | 7 | i | -7 | i
O=C(CSc1nnc(NC(=O)c2c(F)cccc2F)s1)NCC1CCCO1 (configuration not stated)
  i | 2 | i | i | i | i | i | -3 | i | -13 | i
O=C(CN(Cc1cccs1)C(=O)CNS(=O)(=O)c1ccccc1)NC1CCCC1
  i | -4 | i | i | i | i | i | 4 | i | -7 | i
Nc1nc(N2CCOCC2)nc(N(c2ccccc2)c2ccccc2)n1
  i | -1 | i | i | i | i | i | 19 | i | -9 | i
O=C(CCl)N(C1CCCC1)C1CCS(=O)(=O)C1 (configuration not stated)
  i | -1 | i | i | i | i | i | -5 | i | -3 | i
CC1(C)CC(=O)C(C(=O)CCCCC(=O)C2C(=O)CC(C)(C)CC2=O)C(=O)C1
  i | 3 | i | i | i | i | i | 11 | i | -2 | i
CC1CCN(S(=O)(=O)c2ccc(NC(=O)CNC3CCCCC3)cc2)CC1
  i | -3 | i | i | i | i | i | 2 | i | -4 | i
CCN(CC)c1ccc(/C=C2\SC(N)=NC2=O)cc1
  i | 7 | i | i | i | i | i | -6 | i | -9 | i
O=C(OCc1ccccc1)N1CCOCCOCCN(C(=O)OCc2ccccc2)CCOCCOCC1
  i | 4 | i | i | i | i | i | -1 | i | -9 | i
COc1ccc(/C=C2\N=C(c3ccccc3)NNC2=O)cc1
  i | / | i | i | i | i | i | -19 | i | -9 | i
CCCCNC1=NCCS1
  i | / | i | i | i | i | i | -39 | i | -13 | i
CN(C)c1ccc(C(=S)N2CCN(c3ccccc3)CC2)cc1
  i | / | i | i | i | i | i | / | i | -7 | i
CCOC(=O)C1(CCOc2ccccc2)CCN(Cc2cccc(OCCO)c2)CC1
  i | 13 | i | i | i | i | i | 5 | i | -16 | i
O=C(CSc1ncn(-c2ccccc2)n1)c1cccs1
  i | 18 | i | i | i | i | i | 2 | i | -5 | i
COc1cccc(NC(=O)CC2C(=O)NC3CCCCC3N2C(=O)c2ccccc2)c1 (configuration not stated)
  i | -2 | i | i | i | i | i | -4 | i | -8 | i
COc1cc(C)c(S(=O)(=O)N2CCN(C)CC2)cc1C
  i | 4 | i | i | i | i | i | 0 | i | -9 | i
CCOC(=O)c1c(C)[nH]c(N=Nc2ccc(OC)cc2)c1C
  i | -4 | i | i | i | i | i | 8 | i | -11 | i
CCOc1cc(C2/C(=C(/O)c3ccc(OC)cc3)C(=O)C(=O)N2CC2CCCO2)ccc1O (configuration not stated)
  i | / | i | i | i | i | / | -1 | i | 0 | i
O=C(O)Cc1c(-c2ccccc2)c2cc(Cl)ccc2[nH]c1=O
  i | -5 | i | i | i | i | i | 2 | i | 0 | i
CCC(C)(C)NC(=O)C(Sc1ccccc1)c1ccccc1 (configuration not stated)
  i | -1 | i | i | i | i | i | 6 | i | -5 | i
CC(C)=CCC/C(C)=C/C=N/NC(=O)c1ccc([N+](=O)[O-])cc1
  i | 6 | i | i | i | i | i | -2 | i | -14 | i
COC(=O)C(C)NC(=O)C1CCCN1C(=O)CNC(=O)OCc1ccccc1 (configuration not stated)
  i | -6 | i | i | i | i | i | 0 | i | -2 | i
CC(C)C[C@H](NC(=O)N1CCn2c1nc1ccccc12)C(=O)NC1CC1
  i | -5 | i | i | i | i | i | 0 | i | -4 | i
COc1ccc(N2C(=O)NC(NC(=O)c3cccnc3)(C(F)(F)F)C2=O)cc1 (configuration not stated)
  i | 3 | i | i | i | i | i | -21 | i | -4 | i
CC(C)OC(=O)C(CC(=O)O)NCc1ccccc1 (configuration not stated)
  i | 7 | i | i | i | i | i | -2 | i | -3 | i
CCN(CC)C(=O)c1cc2c(=O)n3cccc(C)c3nc2n1C
  i | 6 | i | i | i | i | i | 5 | i | -7 | i
O=C(O)c1nn(Cc2csc(-c3ccccc3)n2)c(=O)c2ccccc12
  i | 6 | i | i | i | i | i | 6 | i | -12 | i
CCOc1cc(-c2noc(CCC(=O)NCC3CCCO3)n2)ccc1OC (configuration not stated)
  i | -2 | i | i | i | i | i | 6 | i | -10 | i
CCN1C(=O)C(O)(CC(=O)/C=C/C=C/c2ccccc2)c2ccccc21 (configuration not stated)
  i | 24 | i | i | i | i | i | 1 | i | -10 | i
CN1C(=O)C(C)(C)c2cc(S(=O)(=O)N3CCCC(C(=O)Nc4ccc(Cl)cc4)C3)ccc21 (configuration not stated)
  i | 4 | i | i | i | i | i | -5 | i | -12 | i
COc1cc2c(=O)c(-c3ccc(O)cc3)coc2cc1OC1OC(CO)C(O)C(O)C1O (configuration not stated)
  i | -1 | i | i | i | i | i | 5 | i | 0 | i
Nc1ccc(Cc2nc3c(ccc4ccccc43)[nH]2)cc1
  i | 2 | i | i | i | i | i | 2 | i | -9 | i
COc1ccc(/C=C/C(=O)NCCc2nc3ccccc3[nH]2)cc1
  i | 9 | i | i | i | i | i | -2 | i | -9 | i
COCCn1cnc2c(c1=O)c1nc3ccccc3nc1n2/N=C/c1ccc(OC)c(OC)c1
  i | / | i | i | i | i | i | 1 | i | -5 | i
CN1C(=O)C(=O)/C(=C(/O)c2ccc(Br)cc2)C1c1cccc([N+](=O)[O-])c1 (configuration not stated)
  i | 14 | i | i | i | i | i | -6 | i | -6 | i
O=[N+]([O-])c1cccc(C2=NCCS2)c1
  i | -4 | i | i | i | i | i | 0 | i | -6 | i
CN(C)C(=O)N1CCNCC1
  i | -6 | i | i | i | i | i | 4 | i | -16 | i
Cc1nc2nc3c(cn2n1)C(=O)CC(c1ccccc1)C3 (configuration not stated)
  i | -4 | i | i | i | i | i | -3 | i | -21 | i
CCOc1ccc(CN2CCNC(=O)C2CC(=O)NCc2csc(C(C)C)n2)cc1 (configuration not stated)
  i | 1 | i | i | i | i | i | -14 | i | -14 | i
CSc1ccccc1OCc1cc(C(=O)NCCN2CCCc3ccccc32)no1
  i | -2 | i | i | i | i | i | 3 | i | -6 | i
Cc1ccc(Oc2nc3ccccn3c(=O)c2/C=C(\C#N)C(=O)Nc2c(C)n(C)n(-c3ccccc3)c2=O)c(C)c1
  i | 0 | i | i | i | i | i | -2 | i | -10 | i

# 4 entries from above, tab-delimited:
Compound	TRPC4 agonist	Dyrk1A ADPGlo	TRPC4 potent	TRPC4 inh	KCNQ1 block	PolyA inh	KCNK3 inh	Platelet DG rel	KCNK9 block	hERG rescue	KCNQ1 act
COc1cc(C)c(S(=O)(=O)N2CCN(C)CC2)cc1C	i	4	i	i	i	i	i	0	i	-9	i
CCOC(=O)c1c(C)[nH]c(N=Nc2ccc(OC)cc2)c1C	i	-4	i	i	i	i	i	8	i	-11	i
CCOc1cc(C2/C(=C(/O)c3ccc(OC)cc3)C(=O)C(=O)N2CC2CCCO2)ccc1O (configuration not stated)	i	/	i	i	i	i	/	-1	i	0	i
O=C(O)Cc1c(-c2ccccc2)c2cc(Cl)ccc2[nH]c1=O	i	-5	i	i	i	i	i	2	i	0	i
